Bioassay records: PubChem BioAssay, National Center for Advancing Translational Sciences (NCATS)
KB-V1 cytotox: kills drug-selected multidrug resistant KB-V1 cells. KB-V1 MDR cells viability, CellTiter-Glo, 72 h. Potency, µM (highest dose often 46.1 µM), inactives show top-dose activity change, negative = cytotoxicity, hits mostly cytotoxic. actives 3.4% (n = 400,000); also: potency is read from the fitted curve at half-maximal effect; % is scaled to controls: 0 for no effect and ±100 for the full control effect; nearly all actives have a fitted effect of over 60% in size
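Drug-selected KB-V1 cells, grown in DMEM lacking phenol red with 10% FBS, receive compound titrations; after three days at 37 degrees C, surviving cell ATP is quantified by CellTiter-Glo luminescence and responses normalized and curve-fitted.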
D3 ag: activates the human D3 dopamine receptor; max activation, %; actives 0.58% (n = 410,000); D3R DiscoveRx beta-arrestin cells, luminescence, 90 min; AID 652048; in the data active = max activation above about 30%; also: 0% is about no effect; mostly tested at two doses, the higher about 12 µM
Target sequence (P35462 whole entry, looked up): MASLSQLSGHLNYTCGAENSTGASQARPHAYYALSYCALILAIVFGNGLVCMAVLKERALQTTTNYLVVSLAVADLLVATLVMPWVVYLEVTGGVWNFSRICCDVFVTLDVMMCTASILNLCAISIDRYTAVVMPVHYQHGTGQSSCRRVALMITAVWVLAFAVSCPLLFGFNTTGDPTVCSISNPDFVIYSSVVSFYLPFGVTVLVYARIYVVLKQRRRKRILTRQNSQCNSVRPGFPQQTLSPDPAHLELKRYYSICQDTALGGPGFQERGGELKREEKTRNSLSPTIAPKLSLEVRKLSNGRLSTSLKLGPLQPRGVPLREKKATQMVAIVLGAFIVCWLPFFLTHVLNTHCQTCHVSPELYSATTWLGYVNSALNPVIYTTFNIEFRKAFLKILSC
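Agonist mode: compounds and dopamine controls were applied to plated cells for 90 min at 37 degrees C after an overnight attachment at 1500 cells/well. Luminescent read-out followed 30 - 60 minutes at room temperature with DiscoveRx detection reagent.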
GLP1R inv ag: acts as inverse agonist at human GLP-1 receptor | P43220 | AID 624417 | Potency, µM (doses to about 38.3 µM), for inactives: at the top dose activity change, negative = inhibition, usual class: inhibitors | actives 1.6% (n = 410,000) | HEK293 GLP-1R CRE-luciferase, luminescence, 24 h; GLP-1R form is constitutively active; also: potency is read from the fitted curve at half-maximal effect; % is scaled to controls: 0 for no effect and ±100 for the full control effect; nearly all actives have a fitted effect of over 55% in size
Target sequence (P43220 whole entry, looked up): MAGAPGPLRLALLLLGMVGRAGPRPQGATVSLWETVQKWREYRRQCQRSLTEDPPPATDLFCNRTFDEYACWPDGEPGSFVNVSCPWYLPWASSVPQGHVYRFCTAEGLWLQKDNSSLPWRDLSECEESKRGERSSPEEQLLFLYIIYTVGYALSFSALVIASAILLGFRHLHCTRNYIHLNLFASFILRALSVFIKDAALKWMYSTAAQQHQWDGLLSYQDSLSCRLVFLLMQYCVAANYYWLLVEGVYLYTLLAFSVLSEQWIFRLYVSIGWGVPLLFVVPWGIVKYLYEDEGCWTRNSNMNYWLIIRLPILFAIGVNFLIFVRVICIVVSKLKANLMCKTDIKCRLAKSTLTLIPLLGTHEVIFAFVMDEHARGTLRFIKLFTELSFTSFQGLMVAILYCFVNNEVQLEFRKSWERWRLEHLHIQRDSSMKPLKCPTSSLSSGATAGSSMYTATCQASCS
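HEK293 cells stably co-expressing constitutively active GLP-1R and a cAMP-responsive luciferase reporter were seeded in DMEM with 10% Nu serum, given compounds after 12 h, and incubated 24 h at 37 deg C. Luminescence was then read.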
aSyn yeast inh: rescues yeast growth from alpha-synuclein toxicity; Yeast expressing alpha-synuclein, growth rescue, BacTiter-Glo, 24 h; Potency, µM (top dose mostly 46.1 µM), without a hit: top-dose growth rescue (activation), hits mostly activators; actives 0.14% (n = 370,000); also: potency is read from the fitted curve at half-maximal effect; % of control where 0% means no effect; nearly all actives have a fitted effect of over 65% in size
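Galactose-induced alpha-syn yeast (OD600=0.02, raffinose-pregrown) + pinned cpd, 24 hr, 30 deg C; growth by BacTiter-Glo luminescence. Growth restoration scores as activation.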
PTHR1 ag: agonists of human PTHR1 parathyroid hormone receptor | HEK293 GP2 PTHR1 cells, GloSensor cAMP luminescence, 1 h | Potency, µM (series often up to 115 µM), inactives show at the top dose activation, actives largely listed as activators | actives 0.075% (n = 410,000) | AID 743266; also: potency is read from the fitted curve at half-maximal effect; nearly all actives have a fitted effect of over 55% in size; some results filed as inactive show a strong effect at the top dose; inactives centre near -15; many of its hits are not listed in these tables
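HEK-293-derived GP2 cells expressing PTHR1 and a GloSensor cAMP reporter, 3,000/well, plated overnight, given luciferin plus IBMX (each 0.5 mM as added) for 1 h at 37 °C, then compound for 1 h at 37 °C. Luminescence was read after 15 min at room temperature.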
GLP1R cytotox: cytotoxicity counter-screen for GLP-1 receptor inverse agonists; HEK293 cAMP-luciferase reporter cells, luminescence, 24 h; Potency, µM (doses to about 38.3 µM), inactives show top-dose activity change, negative = inhibition, actives largely listed as inhibitors; actives 0.13% (n = 410,000); AID 624418;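 also: loss of luciferase light is scored as toxicity; potency is read from the fitted curve at half-maximal effect; % is scaled to controls: 0 for no effect and ±100 for the full control effect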
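Seeding density was 200 cells/uL; after overnight-length (12 h) culture, 23 nL compounds went on for 24 h at 37 °C. Readout used a luciferase detection reagent, luminescence taken after 12 min at room temperature.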
GLP-1R agonist: agonists of human GLP-1 receptor; AID 624172; P43220; actives 0.007% (n = 380,000); HEK293 GLP-1R CRE-luciferase, luminescence, 4-6 h; cells express a hypersensitive GLP-1R form; Potency, µM (top dose mostly 45.6 µM), inactives show top-dose activation, hits mostly activators; also: potency is read from the fitted curve at half-maximal effect; % of control where 0% means no effect
DRD3 antagonist: D3 dopamine receptor (human) antagonism | D3R cells, DiscoveRx beta-arrestin luminescence, antagonist mode; hits give low values | max response, negative = inhibition, % | actives 2.5% (n = 360,000) | AID 652054; in the data active = max response below about -50%; inconclusive = no clear call, values can overlap the other calls; also: % is scaled to controls: 0 for no effect and ±100 for the full control effect; mostly tested at two doses, the higher about 12 µM
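Cells expressing the human receptor were seeded at 1500 cells/well, incubated overnight at 37 degrees C in 5% CO2, then exposed to library compounds with dopamine controls for 90 minutes at 37 degrees C before luminescent detection.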
TDP-43 yeast inh: inhibitors of TDP-43 toxicity in yeast; TDP-43 expressing yeast growth rescue, BacTiter-Glo, 24 h; AID 652104; Potency, µM (series often up to 46.1 µM), inactives show top-dose growth rescue (activation), hits mostly activators; actives 1.8% (n = 410,000); also: potency is read from the fitted curve at half-maximal effect; % of control where 0% means no effect; nearly all actives have a fitted effect of over 50% in size
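Galactose-induced TDP-43 yeast, OD600=0.02, compound pinned; 24 hr, 30 deg C; BacTiter-Glo luminescence for growth. Inhibitors of TDP-43 toxicity read as activators.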
The depositor's hits bear a star; i = inactive; u = inconclusive; x = no result given; & = joins results of further samples; [ ] = another dose, or the depositor's remark. Unless noted, calls follow the shape of the dose curve; as a rule, active = well fitted curve in the direction sought with a large enough effect; inconclusive = small, poorly fitted or top-dose-only effect, or another doubt; inactive = no such curve, though single readings can be large; an effect the other way counts as inactive or inconclusive. Not all compounds are listed, so the mix of outcomes need not match the whole.

Preview (3 entries):
The line under a structure holds: KB-V1 cytotox	D3 ag	GLP1R inv ag	aSyn yeast inh	PTHR1 ag	GLP1R cytotox	GLP-1R agonist	DRD3 antagonist	TDP-43 yeast inh
[1] COc1ccc2[nH]c3c(c2c1)CCN1C(=O)N([C@@H](C)C(=O)NCc2ccccc2OC)C(=O)[C@]31C
  0%	-17	u	-2%	-77%[inhibitor]	-5%	5%	14	25%
[2] S=c1[nH]c(-c2ccccc2)cn1/N=C/c1cccc2ccccc12
  u	0	u	-10%	-80%[inhibitor]	-5%	-4%	-8	u
[3] CCn1cnc2c1c(=O)n(Cc1ccc(C(=O)OC)cc1)c(=O)n2Cc1ccccc1
  u	9	149%[activator]	4%	-8%	-2%	u	4	3%

The whole of this part, from the start:
The line under a structure holds: KB-V1 cytotox	D3 ag	GLP1R inv ag	aSyn yeast inh	PTHR1 ag	GLP1R cytotox	GLP-1R agonist	DRD3 antagonist	TDP-43 yeast inh
[1] COc1ccc2[nH]c3c(c2c1)CCN1C(=O)N([C@@H](C)C(=O)NCc2ccccc2OC)C(=O)[C@]31C
  0%	-17	u	-2%	-77%[inhibitor]	-5%	5%	14	25%
[2] S=c1[nH]c(-c2ccccc2)cn1/N=C/c1cccc2ccccc12
  u	0	u	-10%	-80%[inhibitor]	-5%	-4%	-8	u
[3] CCn1cnc2c1c(=O)n(Cc1ccc(C(=O)OC)cc1)c(=O)n2Cc1ccccc1
  u	9	149%[activator]	4%	-8%	-2%	u	4	3%
[4] O=S(=O)(c1cnc(Cl)c(Br)c1)N1CCCCCC1
  -3%	-2	1%	14%	i	-1%	-7%	-15	u
[5] O=C(NCCOCCn1c(=O)oc2ccccc21)Nc1ccc(Cl)cc1
  12%	-7	-24%	x	-13%	3%	x	x	18%
[6] CC(=O)Oc1ccc2ccc(=O)oc2c1
  -28%	4	3%	-13%	-2%	142%[activator]	0%	4	8%
[7] Cc1cc(C)cc(OCCn2nnc3ccccc32)c1
  -13%	-5	-15%	3%	-39%[inhibitor]	2%	8%	7	22µM*
[8] Cc1ccccc1-n1c(O)cc(=O)[nH]c1=S
  7%	3	-2%	4%	-5%	-8%	-4%	0	14%
[9] CC(C)CCOc1cccc(OCC(=O)Nc2ccncc2)c1
  2.9µM*	6	u	-49%[inhibitor]	-21%	-9%	13%	u	u
[10] Cc1ccc(N2C(=O)N(CC(=O)Nc3ccc(C)cc3C)C(=O)C2C)cc1 (stereo unspecified)
  -7%	-1	u	8%	i	-2%	4%	3	8%
[11] Fc1ccccc1N1CCN(CC2CC3C=CC2C3)CC1 (stereo unspecified)
  0%	12	1%	7%	-9%	-28%	-3%	-71*	-21%
[12] CCC(C)Nc1nc(-c2cccc(OC)c2O)nc2ccccc12 (stereo unspecified)
  u	-3	u	-9%	-31%[inhibitor]	-22%	-8%	13	11µM*
[13] COc1ccc(NC(=O)C2CCN(S(=O)(=O)c3ccc4[nH]c(=O)ccc4c3)CC2)c(OC)c1
  -10%	1	3%	-7%	1%	5%	-4%	x	19%
[14] CN(C)c1ccc(C(CC(=O)O)C(=O)O)cc1 (stereo unspecified)
  -2%	0	5%	-1%	-15%	3%	1%	16	5%
[15] CN(CC(=O)Nc1cccc(F)c1)C(=O)c1ccc(-c2cccc(C(F)(F)F)c2)o1
  u	-27	u	-4%	-6%	-9%	-3%	-12	0%

Reprinted: nos. 12–13
The line under a structure holds: KB-V1 cytotox	D3 ag	GLP1R inv ag	aSyn yeast inh	PTHR1 ag	GLP1R cytotox	GLP-1R agonist	DRD3 antagonist	TDP-43 yeast inh
[12] CCC(C)Nc1nc(-c2cccc(OC)c2O)nc2ccccc12 (stereo unspecified)
  u	-3	u	-9%	-31%[inhibitor]	-22%	-8%	13	11µM*
[13] COc1ccc(NC(=O)C2CCN(S(=O)(=O)c3ccc4[nH]c(=O)ccc4c3)CC2)c(OC)c1
  -10%	1	3%	-7%	1%	5%	-4%	x	19%

Later entries:
The line under a structure holds: KB-V1 cytotox	D3 ag	GLP1R inv ag	aSyn yeast inh	PTHR1 ag	GLP1R cytotox	GLP-1R agonist	DRD3 antagonist	TDP-43 yeast inh
[16] Cc1cc(C)n(CC(=O)N2CCCC(N3CCN(c4ccc(F)cc4)CC3)C2)n1 (stereo unspecified)
  x	-14	-12%	-6%	i	6%	-4%	-21	1%
[17] COc1ccc(S(=O)(=O)Nc2ccc3c(c2)C(=O)N([C@H](C)CO)C[C@H](C)[C@@H](CN(C)Cc2ccncc2)OCCCC[C@@H](C)O3)cc1
  -25%	-9	-6%	11%	6%	-8%	8%	-14	3%
[18] O=C(N/N=C/c1ccccn1)c1ccc(NC(=O)c2cccc([N+](=O)[O-])c2)cc1
  0%	-4	u	0%	i	-16%	7%	-10	-20%
[19] CC1CCN(C(=O)CSc2nnc(CNc3ccc(F)cc3)n2Cc2ccco2)CC1
  0%	-4	-29%	-5%	-25%	6%	-3%	-27	-16%
[20] COC(=O)[C@@]12CCCCN1[C@H](c1ccc(-c3ccc(C(C)=O)cc3)c(OC)c1)[C@@H]1C(=O)N(C)C(=O)[C@@H]12
  0%	-13	u	u	-2%	4%	5%	8	u
[21] Cc1cc(-c2ccc(C)c(S(=O)(=O)Nc3ccc(C)c(N(C)C)c3)c2)on1
  u	-6	u	x	-30%[inhibitor]	-4%	x	x	5%
[22] CCOC(=O)C(C(C)=O)c1nc(C)nc2c1nnn2Cc1ccccc1Cl (stereo unspecified)
  u	4	8%	1%	-25%	0%	1%	20	2%
[23] Cc1ccc(S(=O)(=O)CCC(=O)Nc2sccc2C(N)=O)cc1
  13%	-1	-4%	7%	i	-6%	13%	3	-12%
[24] Cc1ccccc1NC(=O)c1sc(NC(=O)COc2ccccc2)c(C#N)c1C
  u	4	10%	-3%	-87%[inhibitor]	4%	-8%	9	-3%
[25] O=C(O)/C=C/C(=O)Nc1ccccc1C(=O)Nc1ccccc1
  1%	-2	4%	0%	-24%[57.5 µM]	2%	0%	-18	11%
[26] COc1ccc(NC(=O)C2CCN(S(=O)(=O)c3cccs3)CC2)cc1OC
  u	2	-12%	10%	i	-22%	8%	1	10%
[27] CC1CNCCN1S(=O)(=O)c1cccc2cnccc12 (stereo unspecified)
  u	-25&-17	u	-1%&7%&-4%	-23%	6%&1%	-3%&-1%	14&0	23%&9%
[28] Cc1cc(C)c(NC(=O)CSc2nccn2C)c(C)c1
  -18%	6	11%	-1%	-2%	9%[1.53 µM]	-2%	2	-6%
[29] CO[C@@H]1CN(C)C(=O)c2ccc(NS(=O)(=O)c3c(C)noc3C)cc2OC[C@@H](C)NC[C@@H]1C
  6%	7	16%	-4%	-6%	-4%	x	10	0%
[30] CC(C)(C)NC(=O)NC12CC3CC(CC(C3)C1)C2
  17%	-3	-12%	-4%	i	-5%	9%	-1	-12%

Additional structures
The line under a structure holds: KB-V1 cytotox	D3 ag	GLP1R inv ag	aSyn yeast inh	PTHR1 ag	GLP1R cytotox	GLP-1R agonist	DRD3 antagonist	TDP-43 yeast inh
[31] CC1(C)c2ccccc2C(=O)c2ccccc21
  17%	-6	5%	11%	-16%	7%	9%	-11	0%
[32] CC(=O)N/C(=N/c1nc(C)cc(C)n1)Nc1ccc(F)cc1F
  -2%	3	17%	-6%	i	-2%	0%	5	25%
[33] Cc1ccc2c(c1)NC(=O)C(CC(=O)NCCCN1CCCCC1)O2 (stereo unspecified)
  -1%	-3	8%	0%	-23%	11%	6%	-13	3%
[34] Cc1ccc(C(=O)N/C(=C/c2cccc([N+](=O)[O-])c2)C(=O)NCC2CCCO2)cc1 (stereo unspecified)
  u	0	8%	0%	i	-19%	1%	4	10%
[35] O=C(NCCCN1CCOCC1)c1cc(-c2ccc(F)cc2)on1
  u	0	0%	-2%	-1%[57.5 µM]	-22%	-15%	7	-13%
[36] CCCOCn1cc(F)c(=O)[nH]c1=O
  22%	10	14%	3%	-10%	-1%	0%	-1	10%
[37] O=[N+]([O-])c1ccc(N/N=C/c2cccs2)nc1
  -5%	-10	-6%	-9%	-25%	3%	-7%	-29	8%
[38] Cc1cc(=O)oc2cc(OCC(=O)N3CCOCC3)c(Cl)cc12
  9.2µM*	3	0%	3%	i	-10%	-14%	-3	20%
[39] COc1ccc(N2C(=O)CC(SCCc3nc4ccccc4[nH]3)C2=O)cc1 (stereo unspecified)
  -18%	-1	2%	2%	-10%	-3%	-15%	-11	-8%
[40] Cc1cc(C(F)F)n2ncc(C(=O)NCc3ccc(F)cc3)c2n1
  -1%	1	69%[activator]	-6%	i	-18%	u	6	-11%
[41] Cc1ccc(OCc2nnc(SCC(=O)NCc3ccco3)n2C)cc1
  21%	-5	2%	-1%	-8%[57.5 µM]	-9%	-6%	0	-11%
[42] O=C(Nc1ccc(NS(=O)(=O)c2ccccc2)cc1)c1ccc(Cl)cc1
  -9%	-2	8%	0%	i	-4%	19%	-7	-10%
[43] COc1ccc(CNC(=O)C(CC(C)C)NS(=O)(=O)c2ccc3c(c2)oc(=O)n3C)cc1 (stereo unspecified)
  0%	-10	-13%	x	i	-11%	-1%	x	-10%
[44] C[C@H]1COc2cccc(N3CCC[C@H]3CO)c2S(=O)(=O)N1
  0%	1	25%	u	-22%	7%	-1%	10	0%
